# Assay outcomes deposited in PubChem by National Center for Advancing Translational Sciences (NCATS).
# MCF10A rerep: A quantitative high throughput screen for small molecules that induce DNA re-replication in MCF 10a normal breast cells; MCF 10A DNA re-replication, Hoechst nuclear intensity, 48 h; Potency, µM (doses to about 46.1 µM), without a hit: at the highest dose activity, positive = re-replication, usual class: activators; hit rate 2.9% among 350,000; AID 624296, 2012; note: potency is the fitted concentration of half-maximal effect; % of control where 0% means no effect; nearly all actives have a fitted effect of over 50% in size
# HT1080 IDH1KD tx: qHTS for induction of synthetic lethality in tumor cells producing 2HG: qHTS for the HT-1080-IDH1KD cell line. hit rate 2% among 360,000. HT-1080 IDH1 knockdown viability, ATP luminescence, 48 h. Potency, µM (series often up to 46.1 µM), inactives show at the highest dose activity, negative = toxicity, usual class: cytotoxic;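 note: potency is the fitted concentration of half-maximal effect; 0% = DMSO wells and -100% = cell-free medium wells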
#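 % activity derives from luminescence (CellTiter-Glo), normalised to DMSO and no-cell wells. HT-1080-IDH1KD cells, 750/well, had 48 h compound exposure at 37 °C.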
# IL1B secr inh: qHTS for Inhibitors of Inflammasome Signaling: IL-1-beta AlphaLISA Primary Screen | THP-1 LPS/ATP IL-1B secretion, AlphaLISA, 16 h; hits give low values | activity change, % at 57.5 µM | hit rate 4.7% among 360,000 | AID 743279, 2014; in the data active = activity change below about -50%; inconclusive = mostly about -30% to -49%; note: % is set by controls: 0 for no effect and ±100 for the full control effect
#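 Secreted IL-1B measured by AlphaLISA bead assay after 16 h compound exposure of THP-1 cells; compounds (final up to 57.5 uM) added 1 h before LPS (250 ng/mL) and ATP (1.25 mM) stimulation; lower signal means less secretion.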
# HT1080-NT tox: qHTS for induction of synthetic lethality in tumor cells producing 2HG: qHTS for the HT-1080-NT fibrosarcoma cell line; HT-1080-NT fibrosarcoma viability, CellTiter-Glo ATP luminescence, 48 h; Potency, µM (top dose mostly 46.1 µM), without a hit: top-dose activity, negative = less viability, usual class: cytotoxic; hit rate 1.6% among 360,000; AID 686970, 2013;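 note: NT is the 2HG producing partner of a matched IDH1 knockdown line; potency is the fitted concentration of half-maximal effect; 0% = DMSO-treated cells and -100% = media-only wells without cells; nearly all actives have a fitted effect of over 55% in size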
#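 Read-out is CellTiter-Glo luminescence after 10 minutes at room temperature, following 48 hours' compound treatment of HT-1080-NT cells (750 cells/well, RPMI, 5% FBS, 37 degrees C).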
# KB-3-1 tox: qHTS assay for MDR1-selective chemotherapeutics: Primary screen using the parental adenocarcinoma cell KB-3-1; hit rate 1.4% among 400,000; KB-3-1 viability, CellTiter-Glo ATP luminescence, 72 h; AID 1347075, 2019; Potency, µM (series often up to 46.1 µM), for inactives: top-dose activity change, negative = cytotoxic, actives largely listed as cytotoxic; note: potency is the fitted concentration of half-maximal effect; % is set by controls: 0 for no effect and ±100 for the full control effect; nearly all actives have a fitted effect of over 60% in size
#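 Viability of parental KB-3-1 cells, measured by CellTiter-Glo luminescence, followed a 72 h incubation at 37 °C with pinned compounds in phenol-red-free DMEM containing 10% FBS.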
# KB-V1 cytotox: qHTS assay for MDR1-selective chemotherapeutics: Primary screen using the drug-selected MDR subline cells KB-V1. hit rate 3.4% among 400,000. AID 1347076, 2019. KB-V1 MDR cells viability, CellTiter-Glo, 72 h. Potency, µM (doses to about 46.1 µM), for inactives: top-dose activity change, negative = cytotoxicity, usual class: cytotoxic; note: potency is the fitted concentration of half-maximal effect; % is set by controls: 0 for no effect and ±100 for the full control effect; nearly all actives have a fitted effect of over 60% in size
#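 Drug-selected KB-V1 cells, grown in DMEM lacking phenol red with 10% FBS, receive compound titrations; after three days at 37 degrees C, surviving cell ATP is quantified by CellTiter-Glo luminescence and responses normalized and curve-fitted.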
# SW480 rerep: A quantitative high throughput screen for small molecules that induce DNA re-replication in SW480 colon adenocarcinoma cells; SW480 DNA re-replication, Hoechst DNA content imaging, 48 h; hit rate 1.8% among 340,000; Potency, µM (series often up to 46.1 µM), without a hit: at the top dose re-replication activation, hits mostly activators; note: potency is the fitted concentration of half-maximal effect; % of control where 0% means no effect; nearly all actives have a fitted effect of over 55% in size
#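 Cells (250 per well) received 23 nL compound or DMSO by pin tool and were kept 48 hr at 37 C, 5% CO2. Nuclei were then stained with Hoechst for 40 min and scanned for DNA content.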
# D3 ag: qHTS of D3 Dopamine Receptor Agonist: qHTS; D(3) dopamine receptor (Homo sapiens), P35462; D3R DiscoveRx beta-arrestin cells, luminescence, 90 min; max activation, %; hit rate 0.58% among 410,000; AID 652048, 2013; in the data active = max activation above about 30%; note: 0% is about no effect; mostly tested at two doses, the higher about 12 µM
# Target sequence (P35462 whole entry, looked up): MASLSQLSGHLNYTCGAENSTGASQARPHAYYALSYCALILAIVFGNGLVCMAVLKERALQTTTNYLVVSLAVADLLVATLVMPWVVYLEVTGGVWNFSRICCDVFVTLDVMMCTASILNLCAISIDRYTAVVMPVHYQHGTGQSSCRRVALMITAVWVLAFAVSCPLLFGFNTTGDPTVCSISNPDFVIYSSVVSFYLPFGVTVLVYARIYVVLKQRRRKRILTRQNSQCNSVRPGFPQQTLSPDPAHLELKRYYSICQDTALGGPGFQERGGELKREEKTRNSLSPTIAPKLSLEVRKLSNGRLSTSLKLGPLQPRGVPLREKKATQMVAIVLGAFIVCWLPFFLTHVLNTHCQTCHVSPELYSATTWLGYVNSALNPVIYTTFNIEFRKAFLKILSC
#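 Agonist-mode cell screen: cells plated at 1500/well and incubated overnight at 37 °C, then exposed to library compounds for 90 min at 37 °C. Detection reagent was added for 30–60 min at room temperature, and luminescence was read.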
# GLP1R cytotox: qHTS of GLP-1 Receptor Inverse Agonists: Cytotox Screen; HEK293 cAMP-luciferase reporter cells, luminescence, 24 h; Potency, µM (doses to about 38.3 µM), inactives show at the highest dose activity change, negative = inhibition, hits mostly inhibitors; hit rate 0.13% among 410,000;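 note: loss of luciferase light is scored as toxicity; potency is the fitted concentration of half-maximal effect; % is set by controls: 0 for no effect and ±100 for the full control effect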
#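 A 23 nL compound transfer followed 12 hours of cell culture at 37 deg C; exposure then lasted 24 hr. Luciferase assay detection reagent was dispensed and plates read for luminescence after a 12 min room-temperature wait.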
# Active calls of the source: *; ? = inconclusive; / = not tested or not shown; [ ] = remark or other dose. Unless noted, calls come from the whole dose curve; as a rule, active = well fitted curve in the direction sought with a large enough effect; inconclusive = small, poorly fitted or top-dose-only effect, or another doubt; inactive = no such curve, though single readings can be large; an effect the other way counts as inactive or inconclusive.
SMILES,MCF10A rerep,HT1080 IDH1KD tx,IL1B secr inh,HT1080-NT tox,KB-3-1 tox,KB-V1 cytotox,SW480 rerep,D3 ag,GLP1R cytotox
CCc1ccc(N(C(=O)c2csnn2)C(C(=O)NC(C)(C)C)c2ccncc2)cc1 (stereo not drawn),5%,-15%,-6,6%,11%,-2%,-1%,13,0%
CCCNC(=O)C1(C)CCN(Cc2cc(C)n(C)n2)C1 (stereo not drawn),/,?,-1,17%,0%,2%,/,6,5%
Cc1cc2oc(=O)cc(CN3CCCCC3C)c2cc1Cl (stereo not drawn),2%,0%,-5,-5%,-26%,-8%,-6%,-5,3%
O=C(CN1CCOCC1)Nc1nc2cc([N+](=O)[O-])ccc2s1,6%,-13%,7,0%,0%,0%,0%,-11,-19%
CCCCc1nc2c(=O)[nH]c3ccccc3c2o1,-2%,-3%,-16,-3%,7%,-23%,-26%,5,-16%
O=C(NCC(=O)N1CCN(S(=O)(=O)c2ccccc2F)CC1)c1ccc(Br)o1,-1%,0%,13,0%,-10%,?,-16%,-10,0%
CCCc1cc2c(=O)c(-c3ccccn3)coc2cc1OC,5%,4%[9.24 µM],-8,?,20%,-26%,-6%,5,12%
O=c1[nH]c2ccccc2cc1-c1noc(-c2cccnc2)n1,0%,1%,8,15%,18%,4%,-2%,48*,6%
O=C(CSc1nc(-c2cccs2)cc(C(F)(F)F)n1)Nc1cc(OCC(F)(F)C(F)F)cc([N+](=O)[O-])c1,?,?,5,?,?,16µM*,?,-5,?
O=C1CCCc2cc(S(=O)(=O)N3CCCC(C(=O)NCc4ccccc4)C3)ccc2N1 (stereo not drawn),/,/,/,/,-6%,-7%,/,1,-1%
CCN(Cc1ccccc1)C(c1cc2ccc(C)cc2[nH]c1=O)c1nnnn1CCOC (stereo not drawn),0%,7%,9,-3%,2%,15µM*,1%,-2,11%
O=C(O)/C=C/c1cccc(OCc2ccccc2)c1,-2%,-9%,-7,-3%,-5%,-3%,-12%,-13,-8%
COc1cccc(NC(=O)C2(C)CCN2Cc2ccc(OC)c3ccccc23)c1 (stereo not drawn),/,?,-17,?,?,?,/,6,10%
CCN1C[C@@H]2[C@@H]3C(=O)N(Cc4ccccc4)C(=O)[C@@H]3[C@](C)(C1=O)N2C(=O)c1ccc(C(F)(F)F)cc1,-6%,10%,-4,12%,-6%,0%,-12%,-13,4%
O=C(CSc1nc2ccccc2[nH]1)NCCCn1ccnc1,1%,-1%,12,0%[9.24 µM],1%,?,-5%,13,1%
COc1ccc(Cl)cc1S(=O)(=O)N1CCC(C(=O)NCCC2=CCCCC2)CC1,1%,-11%,-17,2%,/,/,-8%,0,-3%
CC(=O)Nc1ccc(C2=NNC(=NCC3CCCO3)SC2)cc1 (stereo not drawn),-3%,0%,5,-3%,?,-28%,/,-9,?
Cc1cccc(NC(=O)CCNS(=O)(=O)c2ccc3[nH]c(=O)oc3c2)c1,1%,0%,2,-3%,6%,21%,-4%,1,1%
CCC(=O)N1CCN=C1SCc1ccccc1,3%,4%,-9,0%,6%,?,-7%,3,9%
Cc1ccc(NC(=O)c2ccc(S(=O)(=O)NCc3cccnc3)cc2)cc1C,1%,0%,9,-14%,-1%,5%,-1%,14,-11%
Cc1ccc2nc(C)c3c(c2c1)N(c1ccc(F)cc1)CC3,18µM*,15µM*,/,21µM*,?,?,-8%,-5,?
CCCCn1c(=O)nc2n(-c3ccc(OC)cc3)c3ccccc3cc-2c1=O,1%,9%,0,1%,2%,-26%,?,-4,4%
Cn1c(Cl)cnc1C1CC(=O)c2cc(Cl)ccc2O1 (stereo not drawn),?,9.2µM*,-95*,?,?,?,10µM*,-6,7.9µM*
CC(C)OC(=O)c1ccc(N2CCN(c3ccc(F)cc3)CC2)nc1,5%,?,12,-13%,-3%,-23%,-7%,4,18%
C=CCn1c(SCc2nc(N)nc(N(C)C)n2)nnc1-c1cccnc1,-6%,1%,19,-1%,1%,-3%,-6%,6,1%
C=CCNC(=O)C12CC3(C)CC(C)(CC(C)(C3)C1)C2,-3%,8%,11,7%,11%,0%,4%,3,-7%
COc1ccc(CN2CCN(C3CCSCC3)CC2CCO)c(C)c1C (stereo not drawn),?,-12%,-4,-1%,-1%,-21%,5%,-24,-15%
COc1ccc(CCn2c(C)c(C(C)=O)c3cc(OC(=O)c4ccco4)ccc32)cc1OC,-36%[inhibitor],14%,-19,13%,-5%,0%,-2%,8,2%
CN(Cc1ccc(OCC(O)CN2CCCCC2)cc1)Cc1ccnc2ccccc12 (stereo not drawn),-2%,-12%,-15,-14%,?,4%,6%,-5,-23%
c1ccc(-c2c(-c3ccccc3)n(Cc3ccco3)c3ncnc(NCCCn4ccnc4)c23)cc1,?,18µM*,-98*,18µM*,?,?,26%,3,?
Cc1cc(C(F)(F)F)nc(-n2cc(-c3ccccc3)nn2)n1,13%,?,25,?,3%,5%,-58%[inhibitor],5,2%
CCOc1ccc(OCc2cccc(C(=O)N(CC)CC)c2)cc1,-16%,-17%,0,?,-27%,?,?,2,13%
CCOC(=O)C1CCN(CCC(=O)Nc2ccc(OC)cc2)CC1,/,/,/,/,-2%,3%,/,-13,2%
O=S1(=O)CCN2C(c3ccc4c(c3)CCCC4)=CSC2=N1,-1%,-3%,0,-4%,-18%,1%,-7%,-1,-9%
COCCNC(=O)/C(C#N)=C/c1ccc(OCC(=O)NC2CCCCC2)cc1,2%,4%,-5,-3%,8%,-9%,1%,5,-2%
CCOC(=O)C1=C(CN2CCSCC2)NC(=O)NC1c1cccc([N+](=O)[O-])c1 (stereo not drawn),0%,15%,14,2%,4%,1%,-1%,5,2%
COc1ccc(N(CC(=O)NC2CCCC2)C(=O)c2csnn2)cc1,0%,3%,-2,7%,4%,-28%,-5%,-4,-5%
COc1ccccc1C(=O)NCC(C)(C)CN=C1NS(=O)(=O)c2ccccc21,5%,1%,41,5%,-26%,?,0%,11,0%
Cc1ccc(C(=O)CC(=O)c2ccccc2)cc1,-6%,6%,-2,0%,-3%,-1%,4%,0,0%
Cc1ccn(-c2cccc(-n3ccc(C)n3)n2)n1,13%,5%,25,12%,4%,-6%,-4%,5,1%
O=C(Oc1ccc(Cl)cc1)N1CCCCC1,2%,0%,-1,7%,11%,0%,-13%,1,-10%
CSc1nc2nc3c(cc2c(=O)n1-c1cccc(C)c1)COC(C)(C)C3,6%,3%,-17,0%,-8%,-13%,-6%,7,4%
O=C(O)CCc1nnc(SCC(=O)Nc2ccc(Cl)c(C(F)(F)F)c2)[nH]c1=O,-7%,13%,28,10%,-3%,2%,-5%,10,6%
COc1cc(OC)cc(-n2c(=O)c3sccc3n(Cc3cc(=O)n4c(C)cccc4n3)c2=O)c1,/,/,/,/,21%,4%,/,-13,0%
CCCS(=O)(=O)NC(=O)C1(C)CCCN(C(=O)c2ccc(C#N)cc2)C1 (stereo not drawn),/,?,37,?,0%,4%,/,8,9%
C=CCN1C=CC(=O)[C@@H](O)[C@H]1c1ccccc1Br,-28%,13%,-2,22%,12%,?,6%[9.22 µM],4,2%
COc1ccc(CCNC(=O)C(=O)NCC2CCCO2)cc1OC (stereo not drawn),1%,1%,17,1%,-5%,-7%,2%,-15,3%
CCCCCC(=O)Nc1cccc(C2=NOC3(C2)C[C@H](C(N)=O)N(C(=O)CC)C3)c1 (stereo partly drawn),-8%,-4%,-8,2%,-3%,-8%,2%,0,15%
O=C(NNC(=O)c1cccc2ccccc12)c1ccc(-c2ccccc2)cc1,?,1%,-20,-1%,?,?,-1%,4,-21%
Cc1cc(C(=O)CSc2nnc(-c3cccs3)o2)c(C)n1-c1ccccc1,?,-2%,23,3%,?,-22%,-33%[inhibitor],3,6%
COc1ccc(NC(=O)CN2C(=O)NC(c3ccccc3)(c3ccccc3)C2=O)cc1,14%,-12%,0,-17%,-5%,-8%,-9%,-1,-1%
CCCCCCN1C[C@H](O)[C@@H](n2cc(-c3ccc(F)cc3)nn2)C[C@@H]1c1ccccc1,/,?,-20,?,-3%,?,/,0,-18%
CCOC(=O)C1CCN(C(=O)c2ccccc2NS(=O)(=O)c2ccccc2)CC1,4%,2%,5,2%,0%,?,-2%,-2,-1%
CC(=O)Nc1cc2cc(NS(=O)(=O)c3ccc(Cl)cc3)ccc2oc1=O,-4%,-8%,-5,0%,2%,2%,3%,2,1%

# 5 entries out of the list, sorted by count of non-hydrogen atoms, smallest number first:
SMILES,MCF10A rerep,HT1080 IDH1KD tx,IL1B secr inh,HT1080-NT tox,KB-3-1 tox,KB-V1 cytotox,SW480 rerep,D3 ag,GLP1R cytotox
O=C(Oc1ccc(Cl)cc1)N1CCCCC1,2%,0%,-1,7%,11%,0%,-13%,1,-10%
Cc1ccn(-c2cccc(-n3ccc(C)n3)n2)n1,13%,5%,25,12%,4%,-6%,-4%,5,1%
CCCNC(=O)C1(C)CCN(Cc2cc(C)n(C)n2)C1 (stereo not drawn),/,?,-1,17%,0%,2%,/,6,5%
O=C(CSc1nc2ccccc2[nH]1)NCCCn1ccnc1,1%,-1%,12,0%[9.24 µM],1%,?,-5%,13,1%
COc1ccc(CCn2c(C)c(C(C)=O)c3cc(OC(=O)c4ccco4)ccc32)cc1OC,-36%[inhibitor],14%,-19,13%,-5%,0%,-2%,8,2%
